Source: PubChem
Vif imaging = blocks HIV Vif function; 340,000 tested, 0.35% active; inhibition, % at 7.49 µM; AID 602346; HEK293T cells, Vif self-association by quenched fluorescence, imaging, 24 h; in the data active = inhibition above about 50%, passing the limit was not always enough; note: some results filed as inactive read as strong as hits
Glyco luc inh = N-linked glycosylation inhibition | D54 ERlucT glycosylation luciferase reporter, 24 h; percent of 100 nM tunicamycin response | 360,000 tested, 0.23% active | AID 588692 | reporter increase, % at 12.5 µM;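 active = mean luciferase reporter signal, scaled so untreated is 0 and the glycosylation-blocking control 100, at or above a set limit in every replicate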;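 note: luciferase carries N-glycosylation sites so blocking glycosylation raises the light; 0% = median of neutral control wells and 100% = median of 100 nM tunicamycin wells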
MC4R antag cAMP = human MC4R antagonism in cAMP assay; P32245; MC4R-expressing cells, MTII-stimulated cAMP, LANCE TR-FRET; inhibition, % at 6.5 µM; 360,000 tested, 0.48% active;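 active = inhibition above its plate's cutoff, the mean of tested wells on that plate plus 3 SD, cut at about 29% in these data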;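 note: 0% = Melanotan II alone and 100% = Melanotan II plus saturating MCL0020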
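Material: U2OS-MC4R stable cell line | Reagent: Melanotan II challenge after compound preincubation | Doses: One concentration, 6.5 µM nominal | Incubation: 30-min compound preincubation, 1-h Melanotan II challenge, 1-h detection, room temperature | Signal: TR-FRET cAMP assay | Replicates: One well per compound, no replicates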
NOD2-RIPK2 inh = blocks binding of human NOD2 to RIPK2. 360,000 tested, 0.38% active. CHO BLA complementation NOD2-RIPK2, CCF4 ratio. inhibition, % at 4.98 µM. AID 624267; in the data active = inhibition above about 21%;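 note: 0% = vehicle only and 100% = reference blocker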
TLR9-MyD88 inh = TLR9-MyD88 interaction inhibition; CHO BLA complementation TLR9-MyD88, CCF4 FRET ratio; inhibition, % at 4.98 µM; 340,000 tested, 0.21% active; AID 504734;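 active = inhibition above the mean over all tested compounds plus 3 SD, cut at about 21% in these data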;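 note: 0% = DMSO only wells and 100% = clavulanate BLA inhibitor control wells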
Target sequence (Q99836 whole entry, looked up): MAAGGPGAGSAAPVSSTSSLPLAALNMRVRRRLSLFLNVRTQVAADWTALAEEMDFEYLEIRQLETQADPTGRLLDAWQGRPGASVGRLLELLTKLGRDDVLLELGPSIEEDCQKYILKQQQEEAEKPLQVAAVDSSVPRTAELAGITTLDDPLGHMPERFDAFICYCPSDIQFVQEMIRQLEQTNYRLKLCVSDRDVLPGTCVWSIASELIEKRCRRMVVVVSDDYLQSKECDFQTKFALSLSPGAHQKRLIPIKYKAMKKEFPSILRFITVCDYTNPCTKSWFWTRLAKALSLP
Target sequence (Q9NR96 whole entry, looked up): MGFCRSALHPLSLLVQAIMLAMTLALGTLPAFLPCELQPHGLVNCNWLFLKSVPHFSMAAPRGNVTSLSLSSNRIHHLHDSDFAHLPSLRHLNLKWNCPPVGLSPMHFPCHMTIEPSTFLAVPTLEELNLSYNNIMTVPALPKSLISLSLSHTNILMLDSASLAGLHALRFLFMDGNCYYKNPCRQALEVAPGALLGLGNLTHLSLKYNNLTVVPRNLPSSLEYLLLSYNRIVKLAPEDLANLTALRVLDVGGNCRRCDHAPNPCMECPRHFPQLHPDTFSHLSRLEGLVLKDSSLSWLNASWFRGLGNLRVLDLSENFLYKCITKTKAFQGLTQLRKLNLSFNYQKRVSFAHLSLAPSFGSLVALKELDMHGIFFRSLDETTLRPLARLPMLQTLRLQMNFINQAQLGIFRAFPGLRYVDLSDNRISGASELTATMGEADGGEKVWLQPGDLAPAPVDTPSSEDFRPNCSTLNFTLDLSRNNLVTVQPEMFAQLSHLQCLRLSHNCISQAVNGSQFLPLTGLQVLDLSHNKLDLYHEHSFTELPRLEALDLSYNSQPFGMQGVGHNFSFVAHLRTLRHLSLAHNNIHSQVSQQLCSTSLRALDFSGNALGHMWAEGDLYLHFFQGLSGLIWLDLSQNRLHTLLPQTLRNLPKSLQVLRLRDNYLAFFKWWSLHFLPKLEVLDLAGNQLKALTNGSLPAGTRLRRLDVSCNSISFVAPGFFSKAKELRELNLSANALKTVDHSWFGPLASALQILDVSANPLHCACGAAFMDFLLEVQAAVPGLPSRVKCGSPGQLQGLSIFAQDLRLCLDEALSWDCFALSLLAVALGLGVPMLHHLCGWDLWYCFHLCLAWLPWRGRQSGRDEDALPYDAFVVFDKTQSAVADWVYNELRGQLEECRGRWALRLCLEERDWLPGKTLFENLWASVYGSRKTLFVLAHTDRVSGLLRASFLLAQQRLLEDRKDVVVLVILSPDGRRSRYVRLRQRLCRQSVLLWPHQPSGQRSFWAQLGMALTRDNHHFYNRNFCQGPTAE
aDG glyco act = increases alpha dystroglycan glycosylation; 360,000 tested, 0.22% active; Pro5-aDG cells, alpha-DG glycosylation AlphaScreen (IIH6); 0% Pro5, 100% B10-LARGE cell signal; activation, % at 10 µM; AID 624168;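 active = activation of at least 8% versus controls, or a plate z-score of at least 8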;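 note: Pro5 are CHO cells carrying HIG-tagged alpha-DG that lacks glycosylation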
Exocytosis inh = blocks lytic granule exocytosis; 360,000 tested, 0.66% active; inhibition, % at 10 µM; TALL-104 LAMP-1 surface exposure, flow cytometry; cells stimulated with thapsigargin and PMA;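 active = inhibition above about 55%, limit read from the data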
ABHD5 PLIN5 PPI = ABHD5-PLIN5 protein interaction inhibition; inhibition, % at 4 µM; 360,000 tested, 0.78% active; Q00G26+Q8WTS1; AID 602281; Split G. princeps luciferase complementation, luminescence, 4 h;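 active = inhibition above the mean inhibition across every tested compound plus 3 SD, cut at about 22% in these data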;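 note: 0% = DMSO only wells and the 100% control is not disclosed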
ABCB6 inh 2 = inhibitors of human ABC transporter ABCB6; Q9NP58; K562-ABCB6 porphyrin accumulation, flow cytometry, 1 h; stronger effect = lower value; fluorescence ratio to DMSO, % at 10 µM; 360,000 tested, 0.19% active;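 active = fluorescence ratio to DMSO below 75%, the collection mean minus 3 SD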;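 note: signal is porphyrin accumulated inside mitochondria; 100% equals median channel fluorescence of DMSO control wells; lower ratio means ABCB6 inhibition with less porphyrin fluorescence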
MC4R ag barr = activates human MC4R beta-arrestin recruitment; P32245; U2OS MC4R beta-arrestin complementation, luminescence; percent of melanotan II response, DMSO zero; activation, % at 8.9 µM; 360,000 tested, 0.98% active;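 active = activation above a per-plate cutoff, the mean activation of sample wells on that plate plus 3 SD, cut at about 8% in these data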
Starred values were filed as active, the others as inactive; i = inactive; x = no result given. Not all compounds are listed, so the mix of outcomes need not match the whole.

Results follow in this order: Vif imaging | Glyco luc inh | MC4R antag cAMP | NOD2-RIPK2 inh | TLR9-MyD88 inh | aDG glyco act | Exocytosis inh | ABHD5 PLIN5 PPI | ABCB6 inh 2 | MC4R ag barr
1: CCOc1ccc(C2/C(=C(\O)c3cccc(OC)c3)C(=O)C(=O)N2c2ccccn2)cc1OC (configuration not stated)
    -1 | 1 | 15 | -17 | -5 | 0.1 | 6 | -5 | 96 | -1.5
2: O=C(O)COc1ccccc1/C=N/NC(=O)CNC(=O)c1ccco1
    0 | -1 | -6 | 8 | 2 | -0.2 | -7 | -1 | 99 | -2.0
3: COC1=C/C(=C/c2c(N)n3cc(C)sc3nc2=O)C=CC1=O
    5 | 2 | 10 | 6 | -3 | -0.1 | 1 | -4 | 106 | -1.1
4: O=C(Nc1nc(-c2cccc([N+](=O)[O-])c2)cs1)C(c1ccccc1)c1ccccc1
    1 | -4 | 6 | 0 | 1 | -0.2 | -1 | 2 | 98 | -2.6
5: O=C(COC(=O)c1cncc(Br)c1)NCCC1=CCCCC1
    -3 | 1 | 10 | -1 | -6 | -0.1 | -3 | 4 | 81 | 1.6
6: CCCCn1c(N)c(N(CC(C)C)C(=O)c2cccc(S(=O)(=O)N3CC(C)OC(C)C3)c2)c(=O)[nH]c1=O (configuration not stated)
    20 | 1 | 3 | -6 | 3 | 0.0 | 7 | -1 | 98 | 0.4
7: Cc1nn(-c2ccccc2)c(=S)c2ccccc12
    2 | 2 | 2 | 2 | -5 | -0.1 | -1 | 1 | 102 | -1.4
8: CCOc1cccc(C(=O)NC(=S)Nc2ccc3c(c2)OCCO3)c1
    6 | 0 | 0 | 1 | 0 | -0.2 | 5 | -9 | 94 | 1.4
9: CCc1nnc(NC(=O)c2ccc(N(C)S(=O)(=O)c3ccccc3)cc2)s1
    -16 | 0 | 5 | 1 | -1 | -0.2 | -1 | -3 | 98 | -2.5
10: Cc1cc(C([O-])=C(C(=S)Nc2ccccc2)[n+]2ccccc2)c(C)n1-c1ccccc1
    -1 | -9 | -2 | 0 | -5 | -0.3 | 2 | -10 | 100 | -1.8
11: CCCn1c(CCC(=O)Nc2ccccc2Cc2ccccc2)nc2cc(S(=O)(=O)N3CCOCC3)ccc21
    -1 | 1 | -6 | -2 | -11 | -0.5 | 1 | 8 | 106 | -2.1
12: O=C(CN1Cc2ccccc2C1=O)Nc1ccc2c(c1)OCCO2
    -4 | -2 | 1 | -4 | 7 | 0.1 | -4 | 13 | 103 | 0.7
13: Cc1ccc(-c2nc3ccc(C)cn3c2Cc2ccsc2)cc1
    11 | -4 | x | 9 | x | 0.0 | -2 | 4 | 96 | x
14: COc1cccc(NC(=O)CN(C)CC(=O)Nc2ccccc2-c2ccccc2)c1
    -13 | 3 | -3 | -11 | 3 | 0.3 | -1 | 0 | 95 | 0.6
15: Cc1cccc(C)c1NC(=O)NCCCN1CCN(c2ccccc2)CC1
    -2 | -4 | 8 | 3 | -3 | 0.1 | -6 | 1 | 89 | -2.0
16: CC(=O)N(CN1C(=O)c2ccccc2C1=O)c1cccc(C)c1
    7 | 1 | -4 | -15 | -2 | -0.1 | 3 | 2 | 101 | -1.4
17: COc1ccc2[nH]c(=O)c(CNc3cccc(C)c3)cc2c1
    -2 | -2 | 7 | -7 | 2 | 0.0 | 6 | 0 | 106 | -0.8
18: NS(=O)(=O)c1cc(C(=O)OCC(=O)Nc2ccc(Cl)cc2[N+](=O)[O-])ccc1Cl
    -2 | 3 | 13 | -10 | -6 | -0.1 | -2 | -1 | 108 | -0.4
19: Cc1ccc(NC(=O)CCc2nc(-c3cccs3)no2)c(Br)c1
    -1 | 5 | -1 | -3 | -2 | 0.0 | -1 | 0 | 99 | -1.4
20: COc1ccc(S(=O)(=O)N2CCN(Cc3ccc(Cl)cc3)CC2)cc1
    4 | -6 | -8 | -8 | 0 | 0.4 | 2 | -4 | 100 | -0.3

The final 5 entries of the section above lead into the next:
Results follow in this order: Vif imaging | Glyco luc inh | MC4R antag cAMP | NOD2-RIPK2 inh | TLR9-MyD88 inh | aDG glyco act | Exocytosis inh | ABHD5 PLIN5 PPI | ABCB6 inh 2 | MC4R ag barr
16: CC(=O)N(CN1C(=O)c2ccccc2C1=O)c1cccc(C)c1
    7 | 1 | -4 | -15 | -2 | -0.1 | 3 | 2 | 101 | -1.4
17: COc1ccc2[nH]c(=O)c(CNc3cccc(C)c3)cc2c1
    -2 | -2 | 7 | -7 | 2 | 0.0 | 6 | 0 | 106 | -0.8
18: NS(=O)(=O)c1cc(C(=O)OCC(=O)Nc2ccc(Cl)cc2[N+](=O)[O-])ccc1Cl
    -2 | 3 | 13 | -10 | -6 | -0.1 | -2 | -1 | 108 | -0.4
19: Cc1ccc(NC(=O)CCc2nc(-c3cccs3)no2)c(Br)c1
    -1 | 5 | -1 | -3 | -2 | 0.0 | -1 | 0 | 99 | -1.4
20: COc1ccc(S(=O)(=O)N2CCN(Cc3ccc(Cl)cc3)CC2)cc1
    4 | -6 | -8 | -8 | 0 | 0.4 | 2 | -4 | 100 | -0.3
21: CCCn1c(C(=O)OC)cc2c1ccn2-c1ccc(F)cc1
    0 | -2 | 5 | 4 | -3 | 0.1 | -1 | -13 | 92 | 0.3
22: COC(=O)c1ccc2nc(-c3ccc(F)cc3)c(Cc3ccccc3OC)n2c1
    x | x | x | 6 | x | 0.4 | 10 | -6 | 101 | x
23: Cc1c(NC(=S)NC(=O)c2cccc(Br)c2)c(=O)n(-c2ccccc2)n1C
    10 | 1 | 0 | -11 | -6 | 0.0 | 1 | -4 | 100 | 0.9
24: Cc1cc(NC(=O)/C=C\C(=O)O)c([N+](=O)[O-])cc1C
    -9 | 3 | -2 | 3 | -1 | -0.1 | -1 | -4 | 99 | 0.4
25: COc1cc(-c2c(NC(=O)c3ccco3)oc3c(C)cccc3c2=O)cc(OC)c1OC
    -2 | 0 | -4 | 3 | 2 | 0.0 | -8 | -2 | 99 | -1.6
26: O=c1oc(Nc2ccc(F)cc2)nc2ccccc12
    3 | -6 | -12 | 0 | -7 | 0.4 | 0 | 5 | x | -0.6
27: O=C(c1ccc(N2CCCC2=O)cc1)N1CCN(c2ccccc2)CC1
    3 | 0 | 1 | 1 | 4 | 0.0 | -2 | 5 | 139 | 1.4
28: O=C1CC(c2ccccc2)CC(=O)N1c1ccc(C(F)(F)F)cc1
    2 | 5 | 6 | 3 | -5 | 0.2 | -3 | -3 | 79 | 0.2
29: Cc1ccc2c(c1)c(-c1csc(N)n1)c(C)n2C
    -3 | 2 | 4 | 5 | 3 | 0.4 | -56 | -10 | 112 | -1.5
30: COc1cccc(C2c3[nH]c4ccccc4c3C[C@H]3C(=O)N(c4ccccc4C(=O)N4CCC(C(=O)O)CC4)C(=O)N23)c1 (some centres not stated)
    -6 | 0 | 7 | -1 | -10 | -0.2 | 25 | 2 | 100 | -1.7
31: Cc1ccc(NC(=O)COC(=O)C2CCC(=O)N2)c(S(=O)(=O)N2CCOCC2)c1 (configuration not stated)
    -2 | 0 | 4 | 13 | -1 | 0.4 | 0 | 10 | i | 0.9
32: Cc1ccc(Oc2coc3cc(OC(=O)c4cccs4)ccc3c2=O)cc1
    2 | -3 | 0 | -5 | 0 | -0.5 | -2 | 7 | 103 | -0.3
33: COC(=O)c1sc(N)c(C(=O)OC)c1COC(=O)[C@@H](NS(=O)(=O)c1cccc(Cl)c1)C(C)C
    0 | -3 | 7 | 4 | 13 | 0.3 | 9 | 0 | 90 | -2.5
34: CCCC(=O)c1ccc(N2CCN(C(=O)c3cccs3)CC2)c(F)c1
    -2 | -4 | 8 | -15 | -3 | 0.3 | 10 | -4 | 95 | 0.3
35: CC(=O)N1C[C@H]2CON(C)[C@H]2C[C@H]1c1cccc(-c2cc(Cl)cc(Cl)c2)c1
    x | 0 | 5 | 12 | 0 | 0.1 | 14 | -9 | 98 | -1.1
36: CN(CC(=O)Nc1ccc(OC(F)(F)F)cc1)C(=O)/C=C/c1cc2c(cc1[N+](=O)[O-])OCO2
    -2 | 1 | 7 | -3 | 12 | 0.0 | -2 | -4 | 99 | 1.1
37: O=C(CCCn1c(=O)c2cccn2c2cccnc21)NCc1cccc(Br)c1
    1 | -4 | 0 | -14 | 2 | 0.2 | -5 | -3 | 91 | 3.2
38: CC(C)CNC(=O)COC(=O)c1n[nH]c2ccccc12
    -1 | 0 | 7 | 4 | 2 | 0.0 | -4 | -2 | 97 | -2.4
39: CC(=O)c1sc(NC(=O)C2CCN(c3ncnc4sc(C)c(C)c34)CC2)nc1-c1ccccc1
    -3 | -1 | 1 | -2 | -4 | 0.1 | -2 | -12 | 87 | -2.1
40: O=C(COC(=O)c1cccnc1Cl)Nc1cc(S(=O)(=O)N2CCCCC2)ccc1Cl
    2 | 3 | 10 | -7 | 15 | 0.1 | -2 | -4 | 87 | -1.1
41: Fc1ccc(Nc2nc(-c3ccncc3)nc3ccccc23)cc1F
    8 | -6 | 5 | -6 | -1 | -0.5 | 20 | -6 | 100 | -0.6
42: Cc1ccc2[nH]c(CN3CCN(C)C(CCO)C3)c(C)c2c1 (configuration not stated)
    10 | 0 | 16 | -2 | 0 | 0.0 | 2 | -3 | 97 | -0.2
43: O=C(/C=C/c1cn(-c2ccccc2)nc1-c1cccnc1)N1CCCC1
    -9 | 3 | 24 | -3 | -14 | 3.0 | -4 | 10 | 99 | -3.1
44: Cc1cc(=O)[nH]c(N/N=C/c2c(C)nn(-c3ccccc3)c2C)n1
    12 | 4 | -5 | -8 | -6 | -0.1 | -1 | -3 | 99 | 2.2
45: O=C(N/N=C/c1ccccn1)c1ccc(NC(=O)c2ccc(F)cc2)cc1
    -5 | 3 | 2 | 1 | 1 | -0.1 | 13 | 5 | 98 | 3.6
46: CC(C)N1CCC(C)(C(=O)Nc2cc(-c3ccccc3)nn2C)C1 (configuration not stated)
    -8 | 1 | 15 | -2 | x | 0.5 | 1 | -3 | 96 | 1.1
47: Oc1ccc2ccccc2c1C=Nc1ccccc1
    11 | -1 | 0 | 9 | 2 | -0.3 | 0 | 6 | 107 | -1.8
48: O=C(OCc1nc2ccccc2s1)C1CCN(C2=NS(=O)(=O)c3ccccc32)CC1
    2 | -5 | 9 | -3 | 0 | 0.0 | 8 | -1 | 90 | -0.9
49: CC1CCCC(NC(=O)CCn2c(=O)oc3ccccc32)C1C (configuration not stated)
    -6 | -2 | 14 | -8 | 12 | 0.1 | 0 | 3 | 101 | -0.1
50: Cc1noc(C)c1C(=O)Nc1ccc(-c2nnc3n2CCCCC3)cc1
    -1 | 2 | 4 | -16 | -2 | -0.1 | 12 | 4 | 100 | -4.2
51: CCC/C(=C1/C(=O)CC(C)(C)C(C(=O)OC)C1=O)N1CCCC1 (configuration not stated)
    0 | 2 | 14 | -7 | -10 | -0.2 | 0 | -2 | 94 | 1.9
52: CC(NC(=O)Cc1ccc(S(=O)(=O)N2CCOCC2)s1)c1ccc(Br)cc1 (configuration not stated)
    -4 | 0 | -2 | -4 | 2 | -0.2 | -2 | -15 | 102 | -0.8
